Compound activity deposited in PubChem BioAssay by National Center for Advancing Translational Sciences (NCATS).
PNC assembly inh – inhibitors of perinucleolar compartment assembly; activity change (PNC), negative = inhibition, % at 10 µM; AID 2417; 140,000 tested, 3.1% active; PC3M PTB-GFP, PNC prevalence imaging, 16 h; active compounds read low;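 active = readout at or below -70, meaning at least 70% loss of cells showing the perinucleolar compartment, a nuclear body marking cancer cells; inconclusive = readout between -30 and a set limit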;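 note: plate controls were DMSO wells for no effect and camptothecin positive control wells for full effect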
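Read-out is percentage of cells bearing a perinucleolar compartment, from automated 20x imaging of fixed, Hoechst-stained PC3M PTB-GFP cells. Cells were seeded 4 h, then exposed 16 h to compound (23 nl of library stock) in duplicate plates.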
IMPase inh – IMPase inhibition in cells | inhibition (IP1 accumulation), % at 46.1 µM | P97697 | 120,000 tested, under 10 active | CHO-M1 cells, IP1 accumulation, HTRF TR-FRET ratio; active = well fitted curve in the direction sought with a large enough effect in the signal ratio, not every such curve was filed as active; inconclusive = small, poorly fitted or top-dose-only effect, or a change in a side signal; inactive = no such curve, though single readings can be large or run the other way; the % refers to the signal ratio;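 note: cells stimulated with carbachol in lithium chloride buffer; plate controls were DMSO basal wells for no effect and reference inhibitor wells for full effect; higher means more IMPase inhibition seen as more IP1 and lower FRET ratio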
Target sequence (P97697 whole entry, looked up): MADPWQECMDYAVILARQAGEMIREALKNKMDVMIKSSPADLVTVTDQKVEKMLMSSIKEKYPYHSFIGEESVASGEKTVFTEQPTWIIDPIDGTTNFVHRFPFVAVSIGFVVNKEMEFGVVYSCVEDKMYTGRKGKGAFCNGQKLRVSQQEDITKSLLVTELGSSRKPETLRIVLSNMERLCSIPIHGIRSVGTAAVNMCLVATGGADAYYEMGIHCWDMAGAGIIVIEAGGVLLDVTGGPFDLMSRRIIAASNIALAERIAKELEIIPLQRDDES
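Seeded CHO-M1 cells were dosed with compound at up to 46 uM, stimulated with carbachol for 30 min, then lysed in IP-One detection reagents. Higher IP1 lowers the TR-FRET signal.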
ALOX12 inhib – 12-hLO (ALOX12) enzyme inhibition; P18054; purified 12-hLO, xylenol orange hydroperoxide absorbance; Potency, µM (titrated, usually from 57.1 µM), for inactives: at the top dose activity change, negative = inhibition, usual class: inhibitors; 150,000 tested, 0.12% active; AID 1452; note: potency is the fitted concentration of half-maximal effect; nearly all actives have a fitted effect of over 55% in size; many of its hits are not listed in these tables
Target sequence (P18054 whole entry, looked up): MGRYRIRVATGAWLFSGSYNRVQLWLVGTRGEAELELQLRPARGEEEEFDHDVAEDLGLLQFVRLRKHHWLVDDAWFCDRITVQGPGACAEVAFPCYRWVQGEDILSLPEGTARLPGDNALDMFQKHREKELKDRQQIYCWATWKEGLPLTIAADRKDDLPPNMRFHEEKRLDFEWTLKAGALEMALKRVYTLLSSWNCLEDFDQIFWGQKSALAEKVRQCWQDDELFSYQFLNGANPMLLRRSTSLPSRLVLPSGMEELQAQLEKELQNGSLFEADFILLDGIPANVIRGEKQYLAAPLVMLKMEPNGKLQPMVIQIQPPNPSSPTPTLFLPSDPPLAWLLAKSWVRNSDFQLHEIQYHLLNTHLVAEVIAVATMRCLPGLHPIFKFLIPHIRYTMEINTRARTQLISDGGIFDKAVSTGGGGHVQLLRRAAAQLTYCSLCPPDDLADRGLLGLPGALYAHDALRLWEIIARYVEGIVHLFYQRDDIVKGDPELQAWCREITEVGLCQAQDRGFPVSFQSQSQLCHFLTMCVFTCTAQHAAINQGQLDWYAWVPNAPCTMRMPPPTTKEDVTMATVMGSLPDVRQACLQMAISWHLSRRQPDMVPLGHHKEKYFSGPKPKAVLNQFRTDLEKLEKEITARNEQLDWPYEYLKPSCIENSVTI
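Purified human 12hLO (150 nM), preincubated 15 min with compound, then 40 uM arachidonic acid for 30 min, room temperature, Hepes pH 7.0 with 0.01% Triton X-100. Hydroperoxide detected by ferrous iron/xylenol orange; 573/405 nm absorbance ratio gives reaction progress.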
ALOX15B inhib – blocks human 15-lipoxygenase 2 activity. purified 15hLO-2, xylenol orange hydroperoxide absorbance. O15296. Potency, µM (highest dose often 57.1 µM), without a hit: top-dose activity change, negative = inhibition, most hits filed as inhibitors. 110,000 tested, 0.56% active; note: potency is the fitted concentration of half-maximal effect; nearly all actives have a fitted effect of over 60% in size; many of its hits are not listed in these tables
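Read-out: hydroperoxide product oxidises ferrous iron, measured as xylenol orange complex via the 573-to-405 nm absorbance ratio after 30 min. Reaction: 50 nM enzyme, 15 min compound preincubation, 45 uM arachidonic acid, 90 min RT, Hepes pH 7.5 with Triton X-100.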
* marks the source's active call; other numbers are inactive results; & = joins results of further samples; [ ] = another dose, or the depositor's remark. Unless noted, calls come from the whole dose curve; as a rule, active = well fitted curve in the direction sought with a large enough effect; inconclusive = small, poorly fitted or top-dose-only effect, or another doubt; inactive = no such curve, though single readings can be large; an effect the other way counts as inactive or inconclusive. Unless noted, % is set by controls: 0 for no effect and ±100 for the full control effect.

COc1ccc(Nc2nnc(C)c3ccccc23)cc1C(N)=O was read as PNC assembly inh 22, IMPase inh 0, ALOX12 inhib 0% and ALOX15B inhib -1%.
Screening Cc1ccc(N2CCN(c3ccc(NCc4nc5ccccc5n4C)cc3)CC2)cc1 returned PNC assembly inh inconclusive and ALOX12 inhib -1%.
CCc1ccc2nc3n[nH]c(N)c3cc2c1 was read as PNC assembly inh -8, IMPase inh 9, ALOX12 inhib 2% and ALOX15B inhib 44%[activator].
O=C(CCC(=O)N1CCN(c2ccccn2)CC1)Nc1nnc(C2CCCCC2)s1 was read as PNC assembly inh 27, IMPase inh 1, ALOX12 inhib -5% and ALOX15B inhib 2%.
Screening COc1ccccc1OCc1ccc(C(=O)NCc2cccnc2)o1 returned PNC assembly inh -16, IMPase inh -1, ALOX12 inhib -11% and ALOX15B inhib -7%.
`CC(C)(C)c1nc(SCC(=O)Nc2ccc3c(c2)OCCO3)c2ccccc2n1` gave PNC assembly inh inconclusive, IMPase inh -1 and ALOX12 inhib -1%.
Screening CN1OC(COC(=O)c2ccc(Cl)cc2)CC1c1ccccc1 (stereo not given) returned PNC assembly inh 6, IMPase inh 4, ALOX12 inhib 0% and ALOX15B inhib 6%.
`O=C(Nc1ccc(S(=O)(=O)N2CCOCC2)cc1)C1COc2ccccc2O1` (stereo not given) gave PNC assembly inh inconclusive, IMPase inh -2, ALOX12 inhib -8% and ALOX15B inhib 7%.
CCc1ccc(OCC(=O)NNC(=O)CSc2nnc(-c3ccc(C)cc3)n2C)cc1 was read as PNC assembly inh 24, IMPase inh -8 and ALOX12 inhib -1%.
For N#Cc1c(NC(=O)c2ccc(-c3ccccc3[N+](=O)[O-])o2)sc2c1CCCC2 the results were PNC assembly inh 45, IMPase inh 4, ALOX12 inhib -7% and ALOX15B inhib -20%.
Screening O=C(NCCSc1ccccc1)c1ccc(Br)cc1 returned PNC assembly inh -10 and ALOX12 inhib -1%.
COc1cccc(NCc2cc(=O)oc3cc(-c4ccccc4)c(O)cc23)c1 was read as PNC assembly inh -6, IMPase inh 5 and ALOX12 inhib -6%.
CCCNC(=O)NC(=O)CSc1nnc(-c2ccncc2)n1CC was read as PNC assembly inh 20, IMPase inh -7, ALOX12 inhib -6% and ALOX15B inhib 9%.
Cc1cc(N)ccc1N1CCCC1 was read as PNC assembly inh 26, IMPase inh 20, ALOX12 inhib -3% and ALOX15B inhib inconclusive.
`O=C(Cc1csc(N2CCOCC2)n1)N/N=C/c1ccc(Cl)cc1Cl` gave PNC assembly inh inconclusive, IMPase inh 3, ALOX12 inhib -12% and ALOX15B inhib 2%.
For COc1ccc(NC(=O)c2cc(-c3ccc(C)o3)nc3ccccc23)cc1OC the results were PNC assembly inh inconclusive, IMPase inh 10, ALOX12 inhib inconclusive and ALOX15B inhib inconclusive.
COc1ccc(Nc2ncnc3nc[nH]c23)cc1OC was read as PNC assembly inh -5, IMPase inh 11, ALOX12 inhib -4% and ALOX15B inhib 1%.
Screening CC(C)NCC(O)c1ccc(O)c(O)c1 (stereo not given) returned ALOX12 inhib -4%&-15% and ALOX15B inhib -10%&-8%.
Screening O=C(CCc1ccccc1)Nc1nn[nH]n1 returned PNC assembly inh 50 and ALOX12 inhib -5%.
Screening O=S(=O)(c1ccc2oc3ccccc3c2c1)N1CCOCC1 returned PNC assembly inh 20, IMPase inh -1, ALOX12 inhib 7% and ALOX15B inhib 2%.

Two records drawn at random from those above:
For COc1ccc(NC(=O)c2cc(-c3ccc(C)o3)nc3ccccc23)cc1OC the results were PNC assembly inh inconclusive, IMPase inh 10, ALOX12 inhib inconclusive and ALOX15B inhib inconclusive.
CCCNC(=O)NC(=O)CSc1nnc(-c2ccncc2)n1CC was read as PNC assembly inh 20, IMPase inh -7, ALOX12 inhib -6% and ALOX15B inhib 9%.

Additional records follow:
`CCNc1nc(SC(C)C(=O)Nc2ccccc2)nc(N2CCOCC2)n1` (stereo not given) gave PNC assembly inh -3, IMPase inh 10, ALOX12 inhib -4% and ALOX15B inhib 0%.
Cc1ccc(/C=N/NC(=O)COc2ccccc2-c2ccccc2)cc1 was read as PNC assembly inh -125* and ALOX12 inhib 3%.
COc1cccc(CNc2ccc(S(N)(=O)=O)cc2)c1OC was read as PNC assembly inh 36, IMPase inh 8, ALOX12 inhib 0% and ALOX15B inhib -1%.
`O=C(c1ccccc1)c1ccc(N2CCOCC2)c(NC(=O)c2ccco2)c1` gave PNC assembly inh 0, IMPase inh inconclusive and ALOX12 inhib -1%.
COc1cc(C(=O)Nc2ccc3c(c2)C(=O)N(CCC(=O)O)C3=O)cc(OC)c1OC was read as PNC assembly inh inconclusive, IMPase inh 3 and ALOX12 inhib -1%.
For Cc1cc(C)n2ncc(C(=O)NCc3cccnc3)c2n1 the results were PNC assembly inh 9, IMPase inh -2, ALOX12 inhib 0% and ALOX15B inhib -1%.
For C1CCN=C(NC23CC4CC(CC(C4)C2)C3)CC1 the results were PNC assembly inh 6 and ALOX12 inhib 2%.
COC(=O)c1ccc(N2C(=O)CC(N3CCOCC3)C2=O)cc1 (stereo not given) was read as PNC assembly inh inconclusive, IMPase inh -11, ALOX12 inhib -1% and ALOX15B inhib -11%.
`CC(=O)c1ccc(NC(=S)N(C)C2CCN(C)CC2)cc1` gave PNC assembly inh 3 and ALOX12 inhib -5%.
`Cc1ccccc1NC(=O)Cn1cccc1` gave PNC assembly inh inconclusive, IMPase inh 3, ALOX12 inhib 2% and ALOX15B inhib 12%.
Cc1ccc(/C=N/NC(=O)c2c[nH]c3ccccc23)s1 was read as PNC assembly inh 14, IMPase inh -18, ALOX12 inhib 1% and ALOX15B inhib 7%.
`O=C(O)c1cc(NCc2ccccc2)ccc1N1CCOCC1` gave PNC assembly inh 6, IMPase inh 3, ALOX12 inhib 2% and ALOX15B inhib 3%.
For CN(Cc1ccccc1)C(=O)COc1cc(=O)n(C)c2ccccc12 the results were PNC assembly inh 1, IMPase inh -6, ALOX12 inhib 5% and ALOX15B inhib 3%.
For O=C(CN(Cc1ccccc1)S(=O)(=O)c1ccc(F)cc1)NCCC1=CCCCC1 the results were PNC assembly inh 74, IMPase inh 5, ALOX12 inhib 2% and ALOX15B inhib 15%.
`Cc1ccc(S(=O)(=O)N2CCC(C(=O)N/N=C/c3cccnc3)CC2)cc1` gave PNC assembly inh inconclusive and ALOX12 inhib -6%.
For CCCCOC(=O)C1[C@H]2C(=O)N(c3ccccc3CC)C[C@]23C=C[C@H]1O3 (stereo not given in full) the results were PNC assembly inh -3, IMPase inh 5, ALOX12 inhib 1% and ALOX15B inhib -4%.
Screening CCCCCCn1cnc2c(oc3nc4c(cc32)CCCC4)c1=O returned PNC assembly inh -5, IMPase inh -5 and ALOX12 inhib -2%.
`O=C(NC(NCCCN1CCOCC1)(C(F)(F)F)C(F)(F)F)C1CCCCC1` gave PNC assembly inh 2, IMPase inh 8, ALOX12 inhib -1% and ALOX15B inhib 9%.
Screening Nc1ccc(-c2nc3ccc(N)cc3o2)cc1 returned PNC assembly inh 56, IMPase inh inconclusive, ALOX12 inhib 0% and ALOX15B inhib 0%.
For COc1ccc(COc2ccccc2C(=O)Nc2ccccn2)cc1[N+](=O)[O-] the results were PNC assembly inh -13 and ALOX12 inhib -1%.
For COc1cc(C(=O)NCCN2CCCC2)cc(OC)c1OC the results were PNC assembly inh 2, IMPase inh inconclusive and ALOX12 inhib -1%.
For O=C1CC(Sc2ncccn2)C(=O)N1c1ccccc1 (stereo not given) the results were PNC assembly inh inconclusive, IMPase inh -2, ALOX12 inhib 0% and ALOX15B inhib 0%.
Screening CN(Cc1c(F)cccc1Cl)c1nnnn1-c1ccccc1 returned PNC assembly inh 11, IMPase inh 6, ALOX12 inhib 1% and ALOX15B inhib -4%.
Cn1c(C(=O)NCCN2CCc3ccccc3C2)cc2c(=O)[nH]c3ccccc3c21 was read as PNC assembly inh -2, IMPase inh -2, ALOX12 inhib -6% and ALOX15B inhib 25%.
`CCn1c(=O)cc(C(=O)OC)sc1=Nc1ccc(F)c(F)c1` gave PNC assembly inh 38, IMPase inh 11, ALOX12 inhib -5% and ALOX15B inhib -2%.
For COc1ccccc1Nc1nc(N)nc(CSC(=S)N2CCCCC2C)n1 (stereo not given) the results were PNC assembly inh -11, IMPase inh 10 and ALOX12 inhib -11%.
For CC1(C)CN2C(=S)N(c3ccccc3)C(c3ccccc3)N2C1 (stereo not given) the results were PNC assembly inh 15, IMPase inh 14, ALOX12 inhib 5% and ALOX15B inhib 3%.
For COc1ccc2cc(C(=O)Nc3ccc(F)cc3)sc(=O)c2c1OC the results were PNC assembly inh 4, IMPase inh 1, ALOX12 inhib 4% and ALOX15B inhib -13%.
`Cc1cccc(N2CCN(S(=O)(=O)c3ccc4c(c3)CCC(=O)N4)CC2C)c1` (stereo not given) gave PNC assembly inh -30, IMPase inh -1, ALOX12 inhib 0% and ALOX15B inhib -1%.
For CCc1nc(N)c(C#N)c(-c2ccco2)c1C the results were PNC assembly inh 23 and ALOX12 inhib -1%.
`COc1ccc(CCn2c(C)nc3c(c(=O)c4ccccc4n3C)c2=O)cc1` gave PNC assembly inh inconclusive and ALOX12 inhib 4%.
Cn1c(C(=O)NCCN2CCOCC2)cc2c(=O)n(C)c3ccccc3c21 was read as PNC assembly inh inconclusive, IMPase inh 7, ALOX12 inhib -9% and ALOX15B inhib 1%.
Cc1ccn2c(NC(=O)C(C)(C)Oc3ccc(Cl)cc3)c(-c3cccs3)nc2c1 was read as PNC assembly inh inconclusive and ALOX12 inhib -1%.
O=C(NC1CCCCC1)C1CCN(S(=O)(=O)c2cccs2)CC1 was read as PNC assembly inh 0, IMPase inh 11, ALOX12 inhib -1% and ALOX15B inhib -3%.
For O=C(Cc1cccc2ccccc12)NCC1CCCO1 (stereo not given) the results were PNC assembly inh -13, IMPase inh 5, ALOX12 inhib -4% and ALOX15B inhib -13%.
CC1Oc2ccccc2OC1C(=O)Nc1ccccn1 (stereo not given) was read as PNC assembly inh 16, IMPase inh 7 and ALOX12 inhib -1%.
COc1ccccc1-c1noc(CCC(=O)Nc2cc(C(F)(F)F)ccc2Cl)n1 was read as PNC assembly inh inconclusive, IMPase inh 9, ALOX12 inhib -13% and ALOX15B inhib 0%.
`Cc1cc(NC(=O)CSc2nc3ccsc3c(=O)n2CCCCC(=O)O)no1` gave PNC assembly inh -2, IMPase inh 7 and ALOX12 inhib 6%.
For CCOC(=O)c1ccc(-c2cc(C)no2)[nH]1 the results were PNC assembly inh 21 and ALOX12 inhib 1%.
Screening COc1cc(OC)c2c(c1Cl)O[C@@]1(C2=O)[C@H](C)CC(=O)C[C@@H]1OC returned IMPase inh -1[20.6 µM], ALOX12 inhib -8%[25.6 µM] and ALOX15B inhib -1%[25.6 µM].
`CCN(C(=O)COc1cc(=O)n(C)c2ccccc12)c1cccc(Cl)c1` gave PNC assembly inh -11, IMPase inh -3, ALOX12 inhib -5% and ALOX15B inhib -6%.
For COc1cccc(C2=NOC(C(=O)Nc3cc(OC)c(OC)c(OC)c3)C2)c1 (stereo not given) the results were PNC assembly inh -19, IMPase inh 5, ALOX12 inhib -7% and ALOX15B inhib -2%.
For COc1cccc2[nH]c3c(N4CCC(C)CC4)ncnc3c12 the results were PNC assembly inh 18, IMPase inh 5, ALOX12 inhib -6% and ALOX15B inhib 43%[activator].
C=C(C)CSc1nnc2n(N)c(=O)c3ccccc3n12 was read as PNC assembly inh 41, IMPase inh -3, ALOX12 inhib -2% and ALOX15B inhib 6%.
`Cc1c(C(=O)OCC(=O)N2c3ccccc3CC2C)oc2ccccc12` (stereo not given) gave PNC assembly inh 14, IMPase inh 7, ALOX12 inhib -8% and ALOX15B inhib 1%.
`COC(=O)C1C2C=CC(C3CC23)C1C(=O)OCC(=O)c1ccc(OC)cc1` (stereo not given) gave PNC assembly inh 16, IMPase inh -2, ALOX12 inhib -1% and ALOX15B inhib 6%.
`Cc1cc(=O)oc2cc(OCC3CC(c4ccccc4)=NO3)ccc12` (stereo not given) gave PNC assembly inh -15, IMPase inh 2, ALOX12 inhib 0% and ALOX15B inhib -1%.

Only part of the results is shown. The share of hits here may be higher or lower than overall.
